# Source: PubChem (several laboratories)
# NFkB transloc pot = enhancers of NFkB p65 translocation in HUVEC – imaging, IL-1B stimulus, high-content imaging, primary screen; 94,000 tested, 0.3% active; activation, % at 2 µM; HUVEC IL-1B NFkB p65 nuclear translocation imaging; AID 819, 2007;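 active = activation above 40%, about the mean plus 3 SD, also judged a hit on visual image review; inconclusive = activation above 40% but not a hit on visual review; inactive = activation not above 40% and no visual hit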;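 also: percent activation is computed from the nuclear over cytoplasmic p65 intensity ratio; values of inactives mirror those of a sister screen read the other way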
# NFkB transloc inh = inhibitors of IL-1B driven NFkB p65 nuclear import, primary screen, imaging, HUVEC, IL-1B stimulus, high-content imaging; HUVEC IL-1B NFkB p65 nuclear translocation imaging; inhibition, % at 2 µM; 94,000 tested, 0.43% active; AID 796, 2007;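 active = inhibition above about 30% together with a positive call from visual inspection of the well image, limit read from the data; inconclusive = inhibition above a set limit but visual check negative; inactive = inhibition not above a set limit, visual check negative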;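 also: nuclear over cytoplasmic p65 intensity ratio measured by imaging; 0% = IL-1B stimulated DMSO wells and 100% = unstimulated DMSO wells; values of inactives mirror those of a sister screen read the other way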
# Bcl-B displacement = displacers of TR3 peptide from Bcl-B, primary screen, selectivity assay for Bfl-1 inhibitor project, biochemical, fluorescence polarization; FP displacement of FITC-TR3 peptide from Bcl-B; higher % means a stronger effect; 96,000 tested, 0.11% active; Bcl-2-like protein 10 (Homo sapiens); displacement, % at 20 µM; hits with a dose series show IC50 in µM;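 active = displacement above 50% at 20 µM plus a fluorescence interference ratio under 1.5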;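 also: plate controls were wells without compound for no effect and wells lacking Bcl-B protein for full effect; a part of the inactive calls stands beside numbers as strong as those of hits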
# MRP reversal = reversal of MRP1-mediated doxorubicin resistance, primary screen, H69AR cells, doxorubicin co-treatment; H69AR cells + 2 uM doxorubicin, CellTiter-Glo, 72 h; differential viability (reversal), % at 10 µM; 85,000 tested, 0.04% active; AID 602, 2007;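 active = viability drop by adding the cancer drug above about 55%, with treated viability meeting a 40% cutoff, limit read from the data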;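 also: viability without doxorubicin minus viability with 2 µM doxorubicin for each compound; larger differential means the compound sensitizes cells more to doxorubicin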
# PLAP inhibitors HTS = PLAP enzyme inhibitors, biochemical, luminescence, HTS (AID 690) | Alkaline phosphatase, placental type (Homo sapiens) | 96,000 tested, 0.08% active | purified PLAP, luminescent substrate; higher % means a stronger effect | one-dose inhibition, % at 20 µM; IC50 in µM for titrated hits; in the data active = a potency from the dose series; inactive = the rest, 99 in 100 with inhibition below about 30%; also: strong numbers were not always called active
# MRP reversal cytotoxicity = further read-out of MRP reversal, marked with its call; viability, %; H69AR cells, CellTiter-Glo, 72 h; measured here: cytotoxicity without doxorubicin
# MRP reversal with doxorubicin = also measured in MRP reversal; calls as there; viability, %; measured here: viability with 2 uM doxorubicin; stronger effect = lower value
# NFkB transloc inh cell count 2 µM = also measured in NFkB transloc inh; calls as there; cell count; measured here: cells passing quality filter;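 raw number of nuclei counted in each imaged well without normalization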
# NFkB transloc pot cell count 2 µM = also measured in NFkB transloc pot; calls as there; cell count; measured here: cells passing quality filter
# * marks the source's active call; other numbers are inactive results; u = inconclusive; x = not tested or not shown. This is a subset (hit frequency here may not be typical).
canonical_smiles	NFkB transloc pot	NFkB transloc pot cell count 2 µM	NFkB transloc inh	NFkB transloc inh cell count 2 µM	Bcl-B displacement	MRP reversal	MRP reversal cytotoxicity	MRP reversal with doxorubicin	PLAP inhibitors HTS
CCCOc1ccc(N2CC(C(=O)Nc3ccccc3C(=O)NCc3ccco3)CC2=O)cc1 (configuration not stated)	0	136	0	136	-1%	-14	83	97	13%
CCN(Cc1cc2ccc(C)cc2[nH]c1=O)C(=O)c1ccncc1	4	130	-4	130	10%	-9	86	95	-27%
CS(=O)(=O)NCCCc1ccccc1	-7	164	7	164	x	x	x	x	x
COc1ccc(NS(=O)(=O)c2ccc3c(c2)oc(=O)n3C)c(OC)c1	9	54	-9	54	-3%	-5	94	98	0%
Cc1c(C(=O)NCc2ccco2)sc2nc(-c3ccccc3)cn12	x	x	x	x	-7%	-12	63	76	-16%
C=CCN1C(=O)C(C(C)CC)NC1=S (configuration not stated)	17	179	-16	179	-7%	x	x	x	-6%
CCc1ccc(OCC(=O)N(C)C2CCS(=O)(=O)C2)cc1 (configuration not stated)	23	183	-23	183	-6%	2	99	97	-35%
O=C(Cc1cccs1)Nc1ccc2c(c1)C(=O)OC2	-17	54	17	54	0%	3	102	98	-12%
Cn1c(=O)c2c(nc(Sc3ncccn3)n2Cc2ccccc2Cl)n(C)c1=O	-11	198	11	198	-5%	2	42	40	-78%
CC1CCCC(C)N1CCNC(=O)Cn1nc(-c2ccccc2)ccc1=O (configuration not stated)	4	174	-4	174	8%	-6	90	96	-44%
COc1cccc(C(CC(=O)NCC2CCCO2)NS(=O)(=O)c2ccc(C)cc2)c1OC (configuration not stated)	-2	210	2	210	3%	-15	91	105	-11%
O=C(CNC1CCCCC1)N1CCc2ccccc2C1	-12	148	12	148	2%	-3	84	87	-49%
COC(=O)C1=C(C)NC2=C(C(=O)CCC2)C1c1coc2ccccc2c1=O (configuration not stated)	x	x	x	x	-2%	18	109	91	17%
COc1ccc(OCCNC(=O)C(c2ccccc2)c2ccccc2)cc1	7	80	-7	80	4%	x	x	x	-6%
COc1ccc(C)cc1-n1nnnc1SCC(=O)NC(=O)NCc1ccco1	-2	148	2	148	2%	-4	89	93	14%
O=C(Nc1ccc2nc3n(c(=O)c2c1)CCCCC3)c1ccccc1Cl	-8	58	8	58	4%	-15	57	71	16%
O=C(CSc1nc(-c2ccccc2)nc2c1CCCC2)N1CCOCC1	18	118	-18	118	1%	-14	61	75	-4%
Cc1ccc(CNc2nc3c([nH]2)c(=O)n(C)c(=O)n3C)cc1	u	x	-43	110	0%	4	102	98	11%
COc1cc(OC)nc(Oc2ccccc2C(=O)Oc2cccc(C)c2)n1	13	180	-13	180	-5%	x	x	x	3%
O=C(CCCCCNc1nc(=S)[nH]c2ccccc12)N1CCN(c2ccccn2)CC1	29	94	-29	94	1%	-17	60	77	-14%
COc1cccc(OC)c1OCCNCCO	x	x	x	x	3%	14	102	88	-30%
Cc1ccc(C)c(NC(=O)C2CC(O)CN2C(=O)OCc2ccccc2)c1 (configuration not stated)	15	187	-15	187	4%	-9	81	89	10%
Cc1ccc(Cc2cnc(NC(=O)/C(C#N)=C/c3ccc(-c4ccccc4[N+](=O)[O-])o3)s2)cc1	-7	184	7	184	-102%	x	x	x	11%
COCCNC(=O)CN1CCN(C(c2ccccc2)c2ccccc2)CC1	4	143	-4	143	-8%	7	99	91	-40%
COc1ccc(CNC(=O)CN(Cc2ccccc2)C(=O)c2csnn2)cc1	0	137	0	137	6%	-1	94	96	-3%

# Ordered by length of the SMILES (smallest number first): part of the list above
canonical_smiles	NFkB transloc pot	NFkB transloc pot cell count 2 µM	NFkB transloc inh	NFkB transloc inh cell count 2 µM	Bcl-B displacement	MRP reversal	MRP reversal cytotoxicity	MRP reversal with doxorubicin	PLAP inhibitors HTS
C=CCN1C(=O)C(C(C)CC)NC1=S (configuration not stated)	17	179	-16	179	-7%	x	x	x	-6%
Cc1ccc(CNc2nc3c([nH]2)c(=O)n(C)c(=O)n3C)cc1	u	x	-43	110	0%	4	102	98	11%
COC(=O)C1=C(C)NC2=C(C(=O)CCC2)C1c1coc2ccccc2c1=O (configuration not stated)	x	x	x	x	-2%	18	109	91	17%

# The results go on:
canonical_smiles	NFkB transloc pot	NFkB transloc pot cell count 2 µM	NFkB transloc inh	NFkB transloc inh cell count 2 µM	Bcl-B displacement	MRP reversal	MRP reversal cytotoxicity	MRP reversal with doxorubicin	PLAP inhibitors HTS
COc1cccc(C2=CC(c3ccc(C)cc3)n3ncnc3N2)c1 (configuration not stated)	6	85	-6	85	39%	3	78	75	-34%
N/C(=N\OC(=O)c1ccccc1Cl)c1ccccc1	-9	153	9	153	2%	x	x	x	19%
O=C(NCc1ccc2c(c1)OCO2)c1ccc2c(=O)n(C3CCCC3)c(=O)[nH]c2c1	3	106	-3	106	-5%	6	97	91	15%
Cc1ccc(S(=O)(=O)Nc2cc(C)c(O)c(S(=O)(=O)c3ccc(C)cc3)c2)cc1	8	176	-8	176	-12%	-8	78	86	-16%
C=CCNc1nc2c(c(=O)n(C)c(=O)n2C)n1CC	17	168	-17	168	x	24	97	73	x
Cc1cccc(C(=O)O/N=C2\CCS(=O)(=O)c3sccc32)c1	1	158	-1	158	-9%	x	x	x	-4%
CC1CCN(C(=O)c2ccc3c(c2NCCO)C(=O)c2ccccc2C3=O)CC1	0	47	0	47	28%	11	84	73	-21%
O=C(CCCN1C(=O)c2ccccc2C1=O)Oc1ccc(Cl)cc1	-1	192	1	192	2%	0	88	89	-13%
CC(C)OC(=O)C1CC=CCC1C(=O)Nc1ccc(Cl)cc1 (configuration not stated)	-1	98	1	98	1%	11	93	82	-3%
COCCOC(=O)C1=C(C)N=C2SCCC(=O)N2C1c1cccc(Br)c1 (configuration not stated)	x	x	x	x	-8%	-3	78	81	13%
O=C(C(Cc1ccccc1)n1cccc1)N1CCN(c2ccccc2)CC1 (configuration not stated)	-11	175	11	175	18%	3	95	91	-4%
N#CC1=C(N)SC(N)=C(C#N)C1c1c(Cl)cccc1Cl	-6	124	6	124	-18%	-6	72	77	-66%
O=C(CSc1nnnn1-c1ccc(F)cc1)Nc1ccc(N2CCOCC2)c(Cl)c1	9	179	-9	179	3%	4	100	96	11%
Cc1oc2c(CN3CCOCC3)c(O)ccc2c(=O)c1-c1ccc(Br)cc1	18	158	-18	158	-16%	-3	65	68	-19%
Clc1ccc(-c2nnc(-c3ccccc3)o2)c(Cl)c1	-3	113	3	113	-1%	-4	69	73	-33%
COC(=O)c1ccc(C2C(Oc3ccccc3C)C(=O)N2CCc2ccc(OC)c(OC)c2)cc1 (configuration not stated)	14	107	-14	107	0%	x	x	x	-4%
O=C(NCC(=O)N1CCC(N2CCCCC2)CC1)C1CCCCC1	2	104	-2	104	2%	-6	96	102	-44%
O=C(/C=C/NNC(=O)c1ccc(Br)cc1)c1ccccc1	1	160	-1	160	-3%	3	83	80	-13%
O=S(=O)(NCCCCCNS(=O)(=O)c1ccc(F)cc1)c1ccc(F)cc1	-12	191	12	191	-2%	-6	86	92	-7%
CCc1ccc(NC(=O)c2ccccc2NC(=O)C2CCCO2)cc1 (configuration not stated)	-4	169	4	169	3%	-1	94	95	-11%
COc1ccccc1NC(=O)CN(c1ccc(C)cc1)S(=O)(=O)c1c(C)n[nH]c1C	5	192	-4	192	5%	-9	85	94	-92%
Cc1cc(N2CCC(C(N)=O)CC2)nc(-c2ccccc2)n1	-1	148	1	148	8%	x	x	x	0%
CC(C)Nc1nc(NC(C)C)nc(N(C)C#N)n1	-2	176	2	176	7%	9	90	81	10%
COc1cccc(N2CC(O)Cn3c2nc2c3c(=O)n(CCCc3ccccc3)c(=O)n2C)c1 (configuration not stated)	-6	127	6	127	10%	4	107	104	-39%
CCOC(=O)CN1CC23C=CC(O2)C(C(=O)Nc2ccc4c(c2)OCO4)C3C1=O (configuration not stated)	x	x	x	x	2%	4	96	91	8%

# Additional entries:
canonical_smiles	NFkB transloc pot	NFkB transloc pot cell count 2 µM	NFkB transloc inh	NFkB transloc inh cell count 2 µM	Bcl-B displacement	MRP reversal	MRP reversal cytotoxicity	MRP reversal with doxorubicin	PLAP inhibitors HTS
O=c1[nH]c2ccc(S(=O)(=O)N3CCN(c4ccccc4)CC3)cc2[nH]c1=O	-5	181	5	181	-2%	x	x	x	-23%
COc1cccc2cc(C(=O)C3=C(O)C(=O)N(CCN(C)C)C3c3ccc(F)cc3)oc12 (configuration not stated)	2	85	-2	85	-8%	1	100	99	-40%
CC(C)(CO)NC(=O)CCCOc1ccc(Cl)cc1Cl	-1	172	1	172	6%	6	92	86	-1%
C=CCn1c(SCC(=O)N2CCOCC2)nc2sc3c(c2c1=O)CCCC3	6	97	-6	97	3%	-18	45	63	-58%
O=C(c1ccco1)N1c2ccccc2Sc2ccccc21	7	141	-7	141	x	x	x	x	x
O=C(CSc1nnc(-c2ccccc2)o1)c1ccc2c(c1)OCCO2	-4	89	4	89	4%	8	83	75	5%
CCN1C(=O)/C(=C2\SC(=S)N(CC3CCCO3)C2=O)c2ccccc21 (configuration not stated)	1	171	-1	171	26%	-7	69	76	21%
c1ccc2c(c1)Sc1ccccc1-n1cnnc1-2	7	138	-7	138	x	-24	76	100	x
O=[N+]([O-])c1cccnc1NCCNc1ncc(C(F)(F)F)cc1Cl	1	120	-1	120	4%	x	x	x	13%
CCOCc1nnc(NC(=O)c2ccc(OC)cc2)s1	1	112	-1	112	x	6	103	97	x
Cc1noc(C)c1S(=O)(=O)Nc1ccc(C(=O)NC2CCCCC2)cc1	24	153	-24	153	3%	x	x	x	-1%
O=C1c2ccccc2C(O)(c2ncc[nH]2)N1C1CCCCC1 (configuration not stated)	29	102	-29	102	20%	-15	88	102	5%
Cn1c(=O)c2c(nc(CN3CCN(C(=O)c4ccco4)CC3)n2Cc2ccccc2)n(C)c1=O	6	164	-6	164	8%	5	71	67	-54%
CCCCCCN=C(C)C1=C(O)C(C(=O)OC)C(C)(C)CC1=O (configuration not stated)	0	53	0	53	-1%	-6	91	96	-48%
O=C(Nc1ccc2c(c1)OCCO2)c1ccc(Br)c(S(=O)(=O)N2CCOCC2)c1	4	91	-4	91	1%	-3	68	71	-13%

# Structural class, those above containing a Cl atom (ten)
canonical_smiles	NFkB transloc pot	NFkB transloc pot cell count 2 µM	NFkB transloc inh	NFkB transloc inh cell count 2 µM	Bcl-B displacement	MRP reversal	MRP reversal cytotoxicity	MRP reversal with doxorubicin	PLAP inhibitors HTS
Cn1c(=O)c2c(nc(Sc3ncccn3)n2Cc2ccccc2Cl)n(C)c1=O	-11	198	11	198	-5%	2	42	40	-78%
O=C(Nc1ccc2nc3n(c(=O)c2c1)CCCCC3)c1ccccc1Cl	-8	58	8	58	4%	-15	57	71	16%
N/C(=N\OC(=O)c1ccccc1Cl)c1ccccc1	-9	153	9	153	2%	x	x	x	19%
O=C(CCCN1C(=O)c2ccccc2C1=O)Oc1ccc(Cl)cc1	-1	192	1	192	2%	0	88	89	-13%
CC(C)OC(=O)C1CC=CCC1C(=O)Nc1ccc(Cl)cc1 (configuration not stated)	-1	98	1	98	1%	11	93	82	-3%
N#CC1=C(N)SC(N)=C(C#N)C1c1c(Cl)cccc1Cl	-6	124	6	124	-18%	-6	72	77	-66%
O=C(CSc1nnnn1-c1ccc(F)cc1)Nc1ccc(N2CCOCC2)c(Cl)c1	9	179	-9	179	3%	4	100	96	11%
Clc1ccc(-c2nnc(-c3ccccc3)o2)c(Cl)c1	-3	113	3	113	-1%	-4	69	73	-33%
CC(C)(CO)NC(=O)CCCOc1ccc(Cl)cc1Cl	-1	172	1	172	6%	6	92	86	-1%
O=[N+]([O-])c1cccnc1NCCNc1ncc(C(F)(F)F)cc1Cl	1	120	-1	120	4%	x	x	x	13%
